Screening results deposited in PubChem by several laboratories.
SRC3 inh – human NCOA3 inhibition | HEK293 GAL4-SRC3 luciferase reporter, luminescence | inhibition, % at 3.6 µM | 360,000 compounds, 0.17% hits;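 active = inhibition above a per-campaign cutoff, the mean of all compounds plus 3 SD, cut at about 60% in these data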;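 also: 0% = DMSO-treated cells and 100% = gossypol-treated cells at 36 µM; higher means less SRC3-driven luciferase light from the GAL4 reporter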
NOD2 RIPK2 PPI – blocks binding of human NOD2 to RIPK2. CHO BLA complementation NOD2-RIPK2, CCF4 ratio. inhibition, % at 4.98 µM. 360,000 compounds, 0.38% hits. AID 624267; in the data active = inhibition above about 21%;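 also: 0% = vehicle only and 100% = reference blocker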
Target sequence (O43353 whole entry, looked up): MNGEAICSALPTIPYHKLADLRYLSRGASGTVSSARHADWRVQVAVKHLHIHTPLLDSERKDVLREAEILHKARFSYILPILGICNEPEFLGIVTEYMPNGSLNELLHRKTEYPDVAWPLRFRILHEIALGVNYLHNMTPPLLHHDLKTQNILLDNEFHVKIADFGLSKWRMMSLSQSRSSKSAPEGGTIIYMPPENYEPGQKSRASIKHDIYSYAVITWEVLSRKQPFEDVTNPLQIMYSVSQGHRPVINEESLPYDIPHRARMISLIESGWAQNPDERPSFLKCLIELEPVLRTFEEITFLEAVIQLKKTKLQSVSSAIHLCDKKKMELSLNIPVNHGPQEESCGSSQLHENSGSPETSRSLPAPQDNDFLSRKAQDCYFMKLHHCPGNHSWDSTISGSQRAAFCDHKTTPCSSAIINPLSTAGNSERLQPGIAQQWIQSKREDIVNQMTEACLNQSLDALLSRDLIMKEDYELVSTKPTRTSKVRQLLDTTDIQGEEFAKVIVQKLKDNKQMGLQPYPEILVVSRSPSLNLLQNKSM
NCOA2 inhibitor – inhibits human steroid receptor coactivator 2. HEK293 GAL4-SRC2 luciferase reporter, luminescence. AID 651957. 370,000 compounds, 0.17% hits. inhibition, % at 9 µM;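 active = inhibition above the mean inhibition of all tested compounds plus 3 SD, set per campaign, cut at about 52% in these data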;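 also: 0% = DMSO treated cells and 100% = cells given Gossypol at 36 µM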
SRC1 inh – inhibits human SRC1 coactivator | HEK293 GAL4-SRC1 luciferase reporter, luminescence | AID 588354 | inhibition, % at 3.6 µM | Q15788 | 360,000 compounds, 0.12% hits;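 active = inhibition above the campaign mean plus 3 SD, with each screening campaign given its own cutoff, cut at about 60% in these data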;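 also: 0% = DMSO treated cells and 100% = gossypol at 36 µM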
ABHD5-PLIN5 inh – inhibitors of human ABHD5-perilipin-5 interaction | inhibition, % at 4 µM | Split G. princeps luciferase complementation, luminescence, 4 h | Q00G26+Q8WTS1 | AID 602281 | 360,000 compounds, 0.78% hits;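 active = inhibition above the mean inhibition across every tested compound plus 3 SD, cut at about 22% in these data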;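 also: 0% = DMSO only wells and the 100% control is not disclosed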
TLR9-MyD88 block – TLR9-MyD88 interaction inhibition; Q9NR96+Q99836; CHO BLA complementation TLR9-MyD88, CCF4 FRET ratio; inhibition, % at 4.98 µM; 340,000 compounds, 0.21% hits; AID 504734;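 active = inhibition above the mean over all tested compounds plus 3 SD, cut at about 21% in these data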;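 also: 0% = DMSO only wells and 100% = clavulanate BLA inhibitor control wells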
NR2F2 inh – inhibitors of human COUP-TFII (NR2F2); 370,000 compounds, 0.7% hits; inhibition, % at 8.6 µM; HEK293T NGFI-A luciferase reporter, luminescence; AID 686940; P24468;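 active = inhibition above a per-plate cutoff, mean inhibition of test wells between control levels plus 3 SD, cut at about 38% in these data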;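 also: cells cotransfected with COUP-TFII expression vector driving the NGFI-A reporter; 0% = median of COUP-TF2 test wells and 100% = reporter-only cells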
Target sequence (P24468 whole entry, looked up): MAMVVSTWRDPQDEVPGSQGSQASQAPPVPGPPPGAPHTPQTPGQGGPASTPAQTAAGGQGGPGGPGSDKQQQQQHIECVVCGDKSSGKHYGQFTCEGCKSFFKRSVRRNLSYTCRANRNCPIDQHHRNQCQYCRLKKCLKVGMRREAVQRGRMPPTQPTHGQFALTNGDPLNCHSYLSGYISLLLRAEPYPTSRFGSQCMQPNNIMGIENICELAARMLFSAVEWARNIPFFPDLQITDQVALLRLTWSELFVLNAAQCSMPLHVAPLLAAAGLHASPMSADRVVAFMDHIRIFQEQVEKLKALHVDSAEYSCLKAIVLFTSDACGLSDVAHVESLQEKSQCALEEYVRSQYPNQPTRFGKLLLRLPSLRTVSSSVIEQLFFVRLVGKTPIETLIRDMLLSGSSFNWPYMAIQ
MC4R antagonist – blocks human MC4R cAMP signaling | P32245 | MC4R-expressing cells, MTII-stimulated cAMP, LANCE TR-FRET | inhibition, % at 6.5 µM | 360,000 compounds, 0.48% hits;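 active = inhibition above its plate's cutoff, the mean of tested wells on that plate plus 3 SD, cut at about 29% in these data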;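 also: 0% = Melanotan II alone and 100% = Melanotan II plus saturating MCL0020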
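Assay system: U2OS-MC4R stable cell line; Also added: Melanotan II; Technique: Eu-cAMP/anti-cAMP TR-FRET, emission 671 nm; Times: 30-min compound, 1-h challenge, 1-h detection, room temperature.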
NR5A2 inv ag – suppresses constitutive activity of human LRH-1. AID 602396. 360,000 compounds, 0.13% hits. HEK293T StAR-luciferase reporter, LRH-1 transfected, 24 h. inhibition, % at 3.6 µM. O00482;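 active = inhibition above the mean inhibition of all tested compounds plus 3 SD, cut at about 73% in these data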;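 also: 0% = DMSO wells and 100% = reporter-only cells lacking LRH-1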
EBV LMP1 NFkB – Epstein-Barr LMP1 NF-kappaB reporter inhibition; AID 504558; 350,000 compounds, 0.69% hits; inhibition, % at 12.5 µM; LMP1-induced NF-kappaB luciferase reporter cells, luminescence; in the data active = inhibition above about 41%;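 also: 0% = neutral control wells and 100% = reference inhibitor control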
MC4R barr agon – activates human MC4R beta-arrestin recruitment; P32245; 360,000 compounds, 0.98% hits; U2OS MC4R beta-arrestin complementation, luminescence; percent of melanotan II response, DMSO zero; activation, % at 8.9 µM; AID 540308;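 active = activation above a per-plate cutoff, the mean activation of sample wells on that plate plus 3 SD, cut at about 8% in these data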
* = called active by the depositor; · = no result given.

SMILES	SRC3 inh	NOD2 RIPK2 PPI	NCOA2 inhibitor	SRC1 inh	ABHD5-PLIN5 inh	TLR9-MyD88 block	NR2F2 inh	MC4R antagonist	NR5A2 inv ag	EBV LMP1 NFkB	MC4R barr agon
COc1cccc(CNC(=O)CCS(=O)(=O)c2ccc3c(c2)oc(=O)n3C)c1	6	-8	-10	-12	3	8	15	-3	7	-12	-2.4
O=S(=O)(c1cccc2ccccc12)N1CCSC1	-11	2	-2	0	0	-5	-8	0	12	5	-0.2
COc1ccc(S(=O)(=O)Nc2c(NC3CCCCC3)c3ccccc3oc2=O)cc1Cl	9	-7	-21	8	-1	-9	-23	-3	-2	-2	-1.4
CCCc1[nH]nc2c1C(c1cc(OC)ccc1F)C(C#N)=C(N)O2 (stereo not given)	6	-5	5	-3	-2	4	14	2	13	8	-0.1
O=C(Nc1nccs1)c1cnccn1	-1	-8	-10	1	-3	-1	11	-1	1	-3	-0.2
COc1ccc(C(C(=O)NC2CCCC2)N(CCC(C)C)C(=O)CCC(=O)Nc2cc(C)on2)cc1 (stereo not given)	-6	-6	11	6	-1	1	3	2	0	1	2.1
Cc1ccc(N2CCN(S(=O)(=O)c3ccc4oc(=O)ccc4c3)CC2)c(C)c1	6	3	1	9	6	-16	14	20	-15	-6	3.0
Cc1ccc(S(=O)(=O)NCCC(=O)Nc2cc(F)ccc2C)cc1C	-16	1	0	5	4	-5	2	7	-9	1	-1.3
O=C(O)c1ccccc1C(=O)NCCc1ccc(Cl)cc1	2	-4	12	9	1	0	10	9	-8	2	-0.6
O=C(NCc1cccs1)c1ccc2ccccc2n1	-22	5	-19	-15	-3	-5	-25	5	9	-13	0.7
O=C(COC(=O)/C=C/c1cccc(C(F)(F)F)c1)NCCN1C(=O)CSC1=O	6	-6	17	-3	5	-8	-4	-3	-7	2	2.1
Cc1cccc(C(=O)Nc2cccc3cccnc23)c1	-44	1	-46	-43	4	15	-48	11	-27	-8	-2.3
O=C(Nc1ccc(F)c(F)c1)C1CCCN1S(=O)(=O)c1ccc(F)cc1 (stereo not given)	7	-1	-4	5	2	-12	0	14	5	9	-3.2
CC(C(=O)OCC(=O)c1ccc([N+](=O)[O-])cc1)N1C(=O)C2C3C=CC(C3)C2C1=O (stereo not given)	-7	2	-3	6	-20	-1	-6	1	20	-3	-1.4
Cc1cc(C)n2cc(CSCc3ccccc3)nc2n1	6	2	-36	-2	-3	1	-9	5	-11	2	-3.1
COC(=O)c1cnn(-c2cc(Oc3ccccc3)ncn2)c1N	-51	2	-43	-51	2	1	-16	6	-31	-18	4.9
CC(C)c1ccc(/C=N/NC(=O)C(=O)NCCCN2CCOCC2)cc1	-8	-4	1	-24	-3	-3	-2	0	-23	4	3.7
O=C(NC1CC1)C1CCN(S(=O)(=O)c2cc(Cl)ccc2Cl)CC1	-26	-4	-5	9	0	0	10	1	9	-4	-1.6
COC(=O)c1cn(CCC#N)nc1-c1ccc2ccccc2c1	8	-1	5	10	3	6	2	-8	8	12	-0.1
O=C(CNC(=O)c1sc2ccccc2c1Cl)NCc1cccc(C(F)(F)F)c1	-10	-2	-23	-7	0	9	-17	7	-6	-5	9.4*
Cc1scc(C(=O)Nc2ccon2)c1-c1ccccc1	18	2	10	-4	1	0	-11	8	10	-8	1.3
Fc1ccc(NCc2cccnc2)cc1	20	2	11	-2	-1	-6	5	7	3	11	-0.4
O=C(Nc1nc2c(s1)CCCC2)c1ccc2ncsc2c1	-117	9	-43	-114	-2	-2	-23	-1	-139	-20	0.5
O=C(Cc1csc(Nc2nc(=S)[nH]c3ccccc23)n1)N1CCN(c2cccc(Cl)c2)CC1	12	4	9	-9	-4	3	-17	8	16	10	-1.1
Cc1ccc(S(=O)(=O)NCC(=O)NC2CCCC2)cc1	-11	5	13	-9	2	6	-10	9	11	1	-1.2
COc1cc2c(cc1NC(=O)CCCCCN1C(=O)CCC1=O)oc1ccccc12	5	10	-22	9	3	7	7	14	19	-8	-0.4
O=C(O)COc1ccc(NC(=O)C(c2ccccc2)c2ccccc2)cc1	-69	9	-14	1	-2	-6	27	-9	0	1	-1.5
CC(CN1CCCCC1)C(=O)NNC(=O)C12CC3CC(CC(C3)C1)C2 (stereo not given)	8	-1	-15	8	2	1	7	3	8	3	1.1
COC(=O)c1c(NC(=O)C(C)C)sc2c1CCN(Cc1ccccc1)C2	-2	-2	16	9	4	7	9	-1	0	4	0.9
O=C1Nc2ccccc2/C1=C/c1cccnc1	20	7	7	23	17	10	4	-18	20	11	-0.4
Cc1cccc(NC(=O)c2nc[nH]c2C(=O)N[C@@H](CCCCNC(=O)OC(C)(C)C)C(=O)OC(C)(C)C)c1	2	-6	-10	-5	-12	-20	2	10	-13	-9	0.5
Cc1cc(NC(=O)C(=O)c2c(C)[nH]c3ccccc23)no1	16	-1	-34	1	1	5	9	11	-15	6	0.0
O=C(CCCn1cnc2ccccc2c1=O)Nc1ccccc1F	-2	3	11	-7	0	0	8	9	2	-1	-1.6
O=S(=O)(NCCCN1CCOCC1)c1ccc2ccccc2c1	-3	4	4	-1	3	8	-10	8	12	5	-0.8
C/C(CCc1oc2ccc(Cl)cc2c1-c1ccc(C)o1)=N\O	0	6	-10	10	4	3	3	7	12	1	-1.1
CC1(Oc2ccccc2-c2ccno2)CCN(Cc2csc3ccccc23)C1 (stereo not given)	7	-8	-38	8	3	·	-2	4	6	·	-1.6
Cc1cc(C)n(C(=O)COc2ccccc2C)n1	9	2	13	10	3	6	11	-1	-2	-4	-0.4
CCNC(=S)Nc1ccc(OCC)cc1	-9	1	-20	-10	2	12	3	-3	15	3	-0.4
CCCOC1CCCN(C(=O)c2cc(COc3c(F)cccc3F)on2)C1 (stereo not given)	-64	-6	-43	-69	-1	0	-21	8	-85	-32	-0.1
COc1ccc2[nH]c3c(=O)n(/N=C/c4ccc(OC)c(CN5CCCC5)c4)c(C)nc3c2c1	22	-5	-22	22	8	5	-17	-3	2	4	0.2
CC(=O)C(Cc1ccccc1)NC(=O)CN1c2cccc3cccc(c23)S1(=O)=O (stereo not given)	4	-6	-10	2	5	-6	-1	2	-1	-1	-2.0
Cc1ccc(S(=O)(=O)Nc2ccc3c(c2)C(=O)N([C@H](C)CO)C[C@H](C)[C@@H](CN(C)C(=O)Nc2ccc4c(c2)OCO4)O3)cc1	-73	-7	-11	-61	-6	3	-3	-2	9	-8	-0.9
O=Nc1c(-c2ccccc2)n(O)[n+]([O-])c1-c1ccccc1	-30	4	-33	-33	-14	-7	-2	19	-15	-10	-2.9
O=S(=O)(Cc1ccccc1)Nc1cccc(F)c1	-13	-11	2	7	4	2	17	-1	-15	-9	-0.7
CCOc1ccc(NC(=O)Cn2nnc(-c3ccccc3NC(=O)CC)n2)cc1	16	1	11	21	1	1	8	3	7	7	-2.1
Oc1ccccc1C=Nc1ccccc1-c1nc2ccccc2[nH]1	-26	-4	-55	-34	1	4	-38	6	-75	-31	1.8
Cn1c(/C=C/c2ccc(Cl)cc2)nc2ccccc2c1=O	-82	3	-38	-49	4	8	-10	-1	-57	-92	9.0*
Cc1cccc(C(=O)Nc2ccc(NC(=O)c3cccc(C)c3)cc2)c1	8	1	-7	-3	3	-4	-17	-11	11	11	3.6
O=C(c1ccco1)N1c2ccccc2Sc2ccccc21	12	0	2	12	0	5	17	14	1	2	-1.5
CCOC(=O)C1CCCN(C(=O)CCNS(=O)(=O)c2cc(Br)cnc2N)C1 (stereo not given)	19	-10	8	-12	0	8	5	-1	-14	1	0.9
CCOc1ccc(-n2nnnc2SCC(=O)NC2CCCC2)cc1	-7	-4	-45	-2	1	1	6	-4	1	-2	-1.1
COc1cccc(-n2nnc3c(=O)n(Cc4ccc(C)cc4)cnc32)c1	3	3	-28	2	-4	3	8	6	-7	-9	-2.0
COc1ccc(C2C3=C(CCCC3=O)N(CC(=O)O)C3=C2C(=O)CCC3)cc1Br	6	0	4	-5	3	-23	-2	-6	-5	-7	-0.6
O=C(NCc1ccccc1)c1cc(-c2ccncc2)nc2ccc(S(=O)(=O)N3CCOCC3)cc12	-3	-4	12	2	4	-4	-26	4	9	15	-2.0
CCCNC(=O)CN(C1CCCCC1)S(C)(=O)=O	5	-10	1	-17	1	-1	-10	15	12	-4	3.1
Nc1ccc(Nc2ccncc2)cc1	7	11	8	-5	-3	-7	-10	4	6	-4	-2.4
CCCCCCCCN1C(=O)[C@H](CC(=O)NCC23CC4CC(CC(C4)C2)C3)C[C@@]2(C(=O)OCC)CCCC=C12	·	-11	4	·	-2	·	25	·	47	·	·
CCOCCCNS(=O)(=O)c1ccc(NC(=O)N2c3ccccc3Sc3ccccc32)cc1	-2	-3	7	9	-4	-1	-4	10	7	-2	0.8
CCOc1ccc(NC(=O)CC2C(=O)NCCN2C(=O)c2ccc(Cl)cc2)cc1 (stereo not given)	8	-7	9	15	2	3	12	10	-10	-2	-1.3
CSc1ccccc1C(=O)N1CCCC(CNC(=O)c2ccc(F)cc2)C1 (stereo not given)	-6	-3	11	-6	0	0	-11	-3	14	-3	-2.3

By substructure: the compounds so far with a CF3 group (2)
SMILES	SRC3 inh	NOD2 RIPK2 PPI	NCOA2 inhibitor	SRC1 inh	ABHD5-PLIN5 inh	TLR9-MyD88 block	NR2F2 inh	MC4R antagonist	NR5A2 inv ag	EBV LMP1 NFkB	MC4R barr agon
O=C(COC(=O)/C=C/c1cccc(C(F)(F)F)c1)NCCN1C(=O)CSC1=O	6	-6	17	-3	5	-8	-4	-3	-7	2	2.1
O=C(CNC(=O)c1sc2ccccc2c1Cl)NCc1cccc(C(F)(F)F)c1	-10	-2	-23	-7	0	9	-17	7	-6	-5	9.4*

The list goes on:
SMILES	SRC3 inh	NOD2 RIPK2 PPI	NCOA2 inhibitor	SRC1 inh	ABHD5-PLIN5 inh	TLR9-MyD88 block	NR2F2 inh	MC4R antagonist	NR5A2 inv ag	EBV LMP1 NFkB	MC4R barr agon
CC(=O)Nc1ccc(S(=O)(=O)NCc2ccc(C(=O)NC(C)c3ccccc3)cc2)cc1 (stereo not given)	0	-12	-20	-8	-7	6	25	7	34	-4	-3.0
CCC1=NN(C(=O)c2cccc([N+](=O)[O-])c2)C(O)(c2ccc(C)cc2)C1 (stereo not given)	-20	-2	-19	-24	-5	-15	-21	5	3	6	-1.1
C=CCN1C(=O)/C(=C2/Sc3ccc(OC)cc3N2C)SC1=NCc1ccccc1	0	3	-2	5	-2	5	-17	17	-9	-12	-1.0
COc1ccc(CN2CCN(Cc3ccc(C(F)(F)F)cc3)CC2)cc1	11	9	34	-163	4	5	6	1	2	2	1.4

An excerpt (hit frequency here may not be typical).
